# FECH block = inhibitors of human ferrochelatase; P22830; purified FECH, Ni-mesoporphyrin absorbance 550 nm; calls only at 10 µM (by protocol); 3.3% of 20,000 active;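 active = enzyme reaction rate more than 3 SD below the solvent-only control wells on the same plate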;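 also: lower slope than DMSO wells means FECH inhibition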
# Target sequence (P22830 whole entry, looked up): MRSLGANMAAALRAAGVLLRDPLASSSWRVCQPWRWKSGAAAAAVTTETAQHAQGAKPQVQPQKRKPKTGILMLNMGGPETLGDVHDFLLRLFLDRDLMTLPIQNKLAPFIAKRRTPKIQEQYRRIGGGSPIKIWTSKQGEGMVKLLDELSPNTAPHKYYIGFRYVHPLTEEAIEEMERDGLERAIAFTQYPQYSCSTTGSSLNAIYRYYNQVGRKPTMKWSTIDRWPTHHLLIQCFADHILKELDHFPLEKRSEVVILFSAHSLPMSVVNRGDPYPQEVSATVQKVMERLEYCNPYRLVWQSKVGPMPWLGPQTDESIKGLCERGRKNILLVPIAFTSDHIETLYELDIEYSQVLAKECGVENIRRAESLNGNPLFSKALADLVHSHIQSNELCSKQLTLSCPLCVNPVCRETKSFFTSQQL
# Calls only; i = inactive; + = active, no number. Not all compounds are listed, so the mix of outcomes need not match the whole.
FECH block	SMILES
i	COC(=O)c1ccc(CNC(=O)Cc2csc(C(C)=O)c2)cc1
i	Cc1ccc(OCC2CCCN(Cc3cc(C#CCO)cs3)C2)cc1 (stereo unspecified)
i	CCCn1ncc(C(=O)N(CC)Cc2noc(C)n2)c1C
i	CCN(CCN(C)C)c1ncc(NS(=O)(=O)c2cc(C)cc(C)c2)cc1C(=O)O
i	Cc1cc(C)cc(N2CCC(N3C[C@H](O)[C@@H](N4CCN(C)CC4)C3)CC2)c1
i	COC(=O)c1ccc(NS(=O)(=O)c2cc(N3C(=O)CCS3(=O)=O)ccc2OC)cc1
i	COc1ccccc1OCc1cc(C(=O)N(C)Cc2cc(C)no2)n[nH]1
i	CCc1cc(CN(C)c2nccc(-c3ccc(C)nc3C)n2)on1
i	CC(C)c1nccc(CN(C)C(C)C(=O)N(C)C)n1 (stereo unspecified)
i	O=C(CSc1nc(-c2ccc3c(c2)OCO3)nc2cc(=O)[nH]n12)NCCc1ccccc1
i	CCc1ccc(NC(=O)CN2C(=O)C=C(CC(=O)OC)Nc3ccccc32)cc1
i	Cc1ccc(CNC(=O)CN2CCCN(Cc3cccc(F)c3)S2(=O)=O)cc1
i	Cc1ccn2cc(CNC(=O)c3nn(C)c4c3CCCC4)nc2c1
i	CC1(C)CN(CC(=O)N2CCCC2)c2ccc(S(=O)(=O)Nc3ccc(S(N)(=O)=O)cc3)cc21
+	O=c1[nH]nc(C2CC2)n1Cc1ccc(Cl)cc1Cl
i	COCCNc1nc(Nc2ccc(Cl)cc2)c2cnn(-c3ccccc3)c2n1
i	CCc1ccc2c(c1)-c1ccccc1S(=O)(=O)N2CC(=O)Nc1ccccc1OC
i	CCCCc1ccc(Nc2nc(SC)nc(-c3ccc(C)cc3)c2C#N)cc1
i	CCOC(=O)c1ccccc1NC(=O)CN1CCCN(Cc2cccc(C)c2)S1(=O)=O
+	CSc1cccc(NC(=O)CN2CCN(Cc3ccccc3C)S2(=O)=O)c1
i	Cc1ccc(S(=O)(=O)NCc2nc3cccnc3n2C2CCCCC2)c(C)c1
i	CN(C(=O)c1cc(N2C[C@H]3CC=CC[C@H]3C2)ccn1)C1CCCCC1
i	CCC(=O)N1CCc2c(c(C(=O)NCc3ccccc3)nn2C)C1
i	CCOC(=O)N1CCC(NCc2ccccc2-n2ccnc2C)CC1
i	Cc1cccc(-n2cc(CN(C)C(=O)c3ccnn3C)cn2)c1

# Continued, starting with the last 7 of the part before.
FECH block	SMILES
i	CCOC(=O)c1ccccc1NC(=O)CN1CCCN(Cc2cccc(C)c2)S1(=O)=O
+	CSc1cccc(NC(=O)CN2CCN(Cc3ccccc3C)S2(=O)=O)c1
i	Cc1ccc(S(=O)(=O)NCc2nc3cccnc3n2C2CCCCC2)c(C)c1
i	CN(C(=O)c1cc(N2C[C@H]3CC=CC[C@H]3C2)ccn1)C1CCCCC1
i	CCC(=O)N1CCc2c(c(C(=O)NCc3ccccc3)nn2C)C1
i	CCOC(=O)N1CCC(NCc2ccccc2-n2ccnc2C)CC1
i	Cc1cccc(-n2cc(CN(C)C(=O)c3ccnn3C)cn2)c1
i	Cc1cc(=O)oc(C)c1C(=O)N1CCC(c2ccncc2)CC1
i	CN(C)CCCn1c(=O)c2cnc(-c3cccs3)nc2n(C)c1=O
i	Cc1noc(CN(C)C(=O)C(C)n2ccnc2C(C)C)n1 (stereo unspecified)
i	COc1cccc([C@@H](C)Nc2nc(-c3cccnc3)nc3c2CCNC3)c1
i	Cc1ccc(Nc2cc(C(C)C)nc3nc(-c4cccnc4)nn23)c(C)c1
i	COc1cccc(CNC(=O)CSc2nc(-c3ccc4c(c3)OCO4)nc3cc(=O)[nH]n23)c1
i	CCCC1COCCN1Cc1cc(C)[nH]n1 (stereo unspecified)
i	CCOC(=O)c1cnn2cc(CN3CCN(C(C)C)C(CC)C3)cnc12 (stereo unspecified)
i	Cc1cc(N2CCC(Cc3ccccc3)(C(=O)O)CC2)nc2ccccc12
i	CCc1c(C)nc2ncnn2c1Sc1ccc(NC(=O)Nc2cc(C)ccc2C)cc1
i	CC(C)SCCNC(=O)c1cc(Cn2ccc3ccccc32)[nH]n1
+	CCOc1ccc(S(=O)(=O)NCCn2c(-c3ccc(C)cc3)nc3cccnc32)cc1
+	O=C(NCCCN1CCN(c2ccc(F)cc2)CC1)C1CCCN1c1nnc(N2CCCC2=O)s1 (stereo unspecified)
i	O=C(NCC1CCN(Cc2ccc3nonc3c2)C1)c1ccccn1 (stereo unspecified)
i	Cc1ccc(OCC(=O)N2CCC(n3cc(CCO)nn3)CC2)cc1C
i	CCn1nc(C)c(C(=O)NCc2ccc(-n3ccnc3C)cc2)c1C
i	COc1ccc(Nc2cc(C)nc(Nc3ccc(NC(=O)CC(C)(C)C)cc3)n2)cc1
i	Cc1cc(Sc2ccc(NC(=O)Nc3ccc(Br)cc3)cc2)n2ncnc2n1
i	CCc1ncc(C(=O)N2CCn3nc(C(=O)Nc4ccccc4)cc3C2)cn1
i	CC(C)NC(=O)N1CCC(n2cnc3cccnc32)CC1
i	O=C(c1csc(S(=O)(=O)N2CCCCC2)c1)N1CCCC1
i	COc1ccc(-c2cc(N3CCN(C(=O)NC(C)(C)C)CC3)ncn2)cc1
i	Cc1oc(-c2ccc(OC(C)C)cc2)nc1CSc1nc(-c2cccc(Cl)c2)cc(=O)[nH]1
i	O=S(=O)(c1cccc2nsnc12)N1CCC(n2c(Cc3ccccc3)nc3cccnc32)CC1
i	Cc1cc(C(=O)N2C[C@@H]3C[C@H](C2)[C@@H]2CCCC(=O)N2C3)n(CCN(C)C)n1

# Retrieved by structure from the entries so far:
FECH block	SMILES
i	COc1ccc(Nc2cc(C)nc(Nc3ccc(NC(=O)CC(C)(C)C)cc3)n2)cc1
i	CCOC(=O)c1cnn2cc(CN3CCN(C(C)C)C(CC)C3)cnc12 (stereo unspecified)

# The list goes on:
FECH block	SMILES
i	Cc1cccc(NS(=O)(=O)c2cc(C(=O)N3CCCC3)cs2)c1
i	CCOc1ccc(Nc2nc(NCc3cccnc3)nc3c2cnn3-c2ccccc2)cc1
i	O=C(CCn1cnc2onc(-c3cc(F)cc(F)c3)c2c1=O)NCCc1ccco1
i	O=c1cc(CN2CCCC2c2ccc(F)cc2)nc2c(O)cccn12 (stereo unspecified)
i	CN1CCC2(CC1)CN(C(=O)COCc1nc3ccccc3[nH]1)CCN2C
i	Cn1nc(-c2nccn2Cc2cccnc2)c2c(Cl)cccc21
i	Cc1ccccc1Nc1nc(NCC(C)O)nc2c1cnn2-c1ccccc1 (stereo unspecified)
i	CC(C)(C)c1ccc(S(=O)(=O)NCc2nc3cccnc3n2C2CC2)cc1
i	Cc1oc(-c2cccc(Cl)c2)nc1CSc1nc(C(F)(F)F)cc(=O)[nH]1
i	COc1ccccc1NC(=O)N1CCN(CCn2c(C(F)(F)F)nc3cccnc32)CC1
i	CCN(CC)C(=O)[C@@H]1C[C@@H](N)CN1C(=O)c1cc2ccccc2n(C)c1=O
i	COc1ccccc1NC(=O)CN1CCCN(Cc2ccccc2)S1(=O)=O
i	CN(CC1Cc2ccccc2O1)c1nccc(N2CCC(O)CC2)n1 (stereo unspecified)
i	O=C(O)C1Cc2nc[nH]c2CN1C(=O)CCSCc1ccc(F)cc1 (stereo unspecified)
+	Cc1ccc(N(Cc2nc3nc(C)cc(C)n3n2)S(=O)(=O)c2ccccc2)cc1
i	COc1ccc(CNC(=O)CN2C(=O)C3CCCCN3C(=O)c3ccccc32)cc1 (stereo unspecified)
+	CCC(C(=O)Nc1ccc(Nc2nc(C)cc(N(C)C)n2)cc1)c1ccccc1 (stereo unspecified)
i	Cc1cc(Nc2cccc(C(F)(F)F)c2)n2nc(-c3cccnc3)nc2n1
i	CCN(Cc1noc(C2CC2)n1)C(=O)c1onc2ccccc12
i	COc1ccc(Cl)cc1Nc1ncnc2sc(C)c(S(=O)(=O)N3CCCCC3)c12
i	NC(=O)c1cccnc1N1CCC(n2cc(-c3ccsc3)nn2)CC1
i	Cc1ccc(C2(O)CCN(Cc3cc(=O)[nH]c(C4CC4)n3)CC2)nc1
i	CCc1nc(OCC(=O)N2CCOCC2)c2c(-c3ccc(F)cc3)noc2n1
i	CS(=O)(=O)N1CCC(NC(Cn2ccnc2)c2ccccc2)CC1 (stereo unspecified)
i	Cc1cc(NC(=O)Cc2ccc(F)cc2)n(-c2ncnc3c2cnn3-c2ccc(Cl)cc2)n1

# Among those listed so far, 7 have two or more sulfur atoms.
FECH block	SMILES
i	COC(=O)c1ccc(NS(=O)(=O)c2cc(N3C(=O)CCS3(=O)=O)ccc2OC)cc1
i	CC1(C)CN(CC(=O)N2CCCC2)c2ccc(S(=O)(=O)Nc3ccc(S(N)(=O)=O)cc3)cc21
+	CSc1cccc(NC(=O)CN2CCN(Cc3ccccc3C)S2(=O)=O)c1
i	O=C(c1csc(S(=O)(=O)N2CCCCC2)c1)N1CCCC1
i	O=S(=O)(c1cccc2nsnc12)N1CCC(n2c(Cc3ccccc3)nc3cccnc32)CC1
i	Cc1cccc(NS(=O)(=O)c2cc(C(=O)N3CCCC3)cs2)c1
i	COc1ccc(Cl)cc1Nc1ncnc2sc(C)c(S(=O)(=O)N3CCCCC3)c12

# (more compounds)
FECH block	SMILES
i	CCn1ncnc1CN1CCCC(CNC(=O)NC2CCCC2)C1 (stereo unspecified)
i	COc1ccc(CC(=O)Nc2cccc(N3CCCS3(=O)=O)c2)cc1OC
+	CCN1C(SCC(=O)Nc2cc(C)cc(C)c2)=NS(=O)(=O)c2ccccc21
i	CCOc1ccc(S(N)(=O)=O)cc1-c1nc(C)no1
i	CC(CCNC(=O)c1ccc(CN2C(=O)CCn3nccc32)cc1)N1CCCC1 (stereo unspecified)
i	COc1ccc(C(=O)Nc2cc(C)nn2-c2ncnc3c2cnn3-c2ccc(C)cc2C)cc1OC
i	CCc1cc(Sc2ccccc2NC(=O)C2CCCCC2)n2nc(C)nc2n1
i	COc1ccc(CN(Cc2cccc(F)c2)C(=O)c2ccc3cccnc3n2)cc1
i	O=C(Nc1ccnn1C1CCN(CCC2CCOC2)CC1)c1ccccc1 (stereo unspecified)
i	Cc1nc2c(c(=O)n1C)CCN(C(=O)c1cn3ccsc3n1)CC2
i	CCOc1ccc(Nc2nc(NCCOC)nc3c2cnn3-c2ccccc2)cc1
+	Cc1ccc(S(=O)(=O)N(Cc2nc3nc(C)cc(C)n3n2)c2ccc(Cl)cc2)cc1
i	Cc1cc(C)n(CCC(=O)NCCCc2ccccc2O)c(=O)n1
i	Cc1cc(CNC(=O)c2ccncc2F)c2[nH]c(-c3ccccc3)c(C)c2c1
i	Cc1cc(C(=O)NCCCSc2nnc(C)s2)nc(C)n1
i	COc1ccccc1N1CCN(c2nc(SC)nc(-c3ccc(C)cc3)c2C#N)CC1
i	COc1cc(CN2[C@@H]3CC[C@H]2CNC(=O)C3)cc2c1OCO2
i	CNCC(=O)NC(C)Cc1ncccc1C (stereo unspecified)
i	CSc1nc(-c2ccccc2)c(C#N)c(N2CCCCC2C)n1 (stereo unspecified)
i	COC(CNC(=O)c1nnc2nc(C)cc(C)n12)c1cccs1 (stereo unspecified)
i	CC1CNC(=O)CCN1Cc1ccc(S(C)(=O)=O)cc1 (stereo unspecified)
i	O=C(CSCc1nc(-c2ccccc2)no1)NCc1ccccc1Cl
i	CCOC(=O)c1cc2n(n1)CC(C)(C(=O)NC1CCCCC1)N(c1ccc(C)cc1)C2=O (stereo unspecified)
i	Cc1ccc(CC2(NC(=O)C(C)NS(C)(=O)=O)CC2)cc1 (stereo unspecified)
+	COc1ccc(-c2ncc3c(=O)n(Cc4cccnc4)c(=O)n(C)c3n2)cc1

# Not a retest: an excerpt of the list.
FECH block	SMILES
+	CCN1C(SCC(=O)Nc2cc(C)cc(C)c2)=NS(=O)(=O)c2ccccc21
i	CCOc1ccc(S(N)(=O)=O)cc1-c1nc(C)no1

# The list continues:
FECH block	SMILES
i	CC(=O)Nc1ccc2nc(CN(C)Cc3noc(C)n3)ccc2c1
i	CNS(=O)(=O)c1ccc(CN2CCCC(CNC(C)=O)C2)cc1 (stereo unspecified)
i	CCOc1ccccc1NC(=O)CCc1nc(-c2cc3ccc(C)cc3[nH]c2=O)no1
i	CCCN(CCC)C(=O)C1CCCN(c2ncnc3c2nc2n3CCCCC2)C1 (stereo unspecified)
i	Cc1ccc(N2C(=O)N(Cc3cc(F)cc(F)c3)c3ccccc3S2(=O)=O)cc1F
i	COc1cccc(-c2nc(CSc3nc(-c4ccccc4)cc(=O)[nH]3)c(C)o2)c1OC
i	CCc1ncc(C(=O)N(C)Cc2n[nH]c3c2CCCC3)cn1
i	COc1ccc(F)c(F)c1-c1nccn1-c1ccc(-n2cncn2)cc1
i	O=C(NCCc1nnc2n1CCNCC2)C1(c2ccccc2)CC12CCCC2 (stereo unspecified)
i	CCc1ccc(C2CC(=O)Nc3c2c(-c2ccccc2)nn3C)o1 (stereo unspecified)
i	CCc1ccc(S(=O)(=O)N2CCN(Cc3nc4cccnc4n3-c3ccc(F)cc3)CC2)cc1
i	O=C(NCCCN1CCOCC1)C1CCCN(Cc2ccco2)C1 (stereo unspecified)
i	Cc1nc2c(c(NC(C)Cc3ccsc3)n1)CNC2 (stereo unspecified)
i	CCC1=C(c2ccc(OC)cc2)S(=O)(=O)N(CC(=O)NCCc2ccccc2Cl)C1=O
i	CCOc1ccc(Nc2nc(NCCCOC)nc3c2cnn3-c2ccccc2)cc1
i	COc1cccc(-c2nccn2C(C)Cn2cncn2)c1OC (stereo unspecified)
i	CCCCN(Cc1ccccc1F)C(=O)C(C)c1n[nH]c(=O)c2ccccc12 (stereo unspecified)
i	O=C(CCN1CCN(CCn2cncn2)CC1)Nc1nccs1
i	Cc1cccc(-n2c(CN3CCN(S(=O)(=O)c4ccc(Cl)s4)CC3)nc3cccnc32)c1
i	CCCc1nc(C(=O)N2Cc3cnc(C(C)(C)C)nc3C2)cs1
i	CCC(=O)Nc1cccc(C(=O)N2CCCC2c2ccccn2)c1 (stereo unspecified)
i	CCOc1ccc(Nc2nc(NCC(C)O)nc3c2cnn3-c2ccccc2)cc1 (stereo unspecified)
i	COc1cccc(OC)c1CNC(=O)C(C)n1cnc2ccccc21 (stereo unspecified)
i	Cc1cc(C)cc(C(=O)Nc2ccc(Nc3nc(C)cc(N4CCCC4)n3)cc2)c1
i	Cc1nc2nc(C)c(NC(=O)Nc3ccc(F)cc3)c(=O)n2[nH]1
+	CC(C)c1ccc2c(c1)-c1ccccc1S(=O)(=O)N2CC(=O)NCc1ccccn1
i	COc1ccc(CN2CCCN(CC(=O)Nc3ccc4c(c3)OCO4)S2(=O)=O)cc1
i	O=C1C[C@H]2CC[C@@H](CN1)N2C(=O)c1ccc(-c2noc(C3CC3)n2)cc1
